Source: PubChem BioAssay
POLK inh: inhibitors of human DNA polymerase kappa; Q9UBT6; purified Pol kappa, fluorescent DNA synthesis assay, 10 min; Potency, µM (highest dose often 107 µM), for inactives: at the highest dose activity, negative = inhibition, usual class: inhibitors; actives 0.53% (n = 400,000); note: potency is the fitted concentration of half-maximal effect; % is set by controls: 0 for no effect and ±100 for the full control effect
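Activity was followed as the change in fluorescence between reads at 0 and 10 min after starting the reaction with 50 nM substrate. Beforehand, 10 nM polymerase had been preincubated with compound for 15 min at room temperature.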
BLM helicase inh: blocks DNA unwinding by human BLM helicase | P54132 | recombinant BLM DNA unwinding, fluorescence dequenching | AID 2528 | actives 0.2% (n = 350,000) | Potency, µM (highest dose often 56.1 µM), for the others: at the highest dose activity change, negative = inhibition, actives largely listed as inhibitors;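 note: potency is the fitted concentration of half-maximal effect; plate controls were vehicle for no effect and no enzyme for full effect; nearly all actives have a fitted effect of over 35% in size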
POLI inh: DNA polymerase iota (human) inhibition. Pol iota fluorescent replication assay, 10 min. actives 1% (n = 390,000). Potency, µM (doses to about 115 µM), for the others: at the highest dose activity, negative = inhibition, hits mostly inhibitors. Q9UNA4. AID 588590; note: potency is the fitted concentration of half-maximal effect
Target sequence (Q9UNA4 whole entry, looked up): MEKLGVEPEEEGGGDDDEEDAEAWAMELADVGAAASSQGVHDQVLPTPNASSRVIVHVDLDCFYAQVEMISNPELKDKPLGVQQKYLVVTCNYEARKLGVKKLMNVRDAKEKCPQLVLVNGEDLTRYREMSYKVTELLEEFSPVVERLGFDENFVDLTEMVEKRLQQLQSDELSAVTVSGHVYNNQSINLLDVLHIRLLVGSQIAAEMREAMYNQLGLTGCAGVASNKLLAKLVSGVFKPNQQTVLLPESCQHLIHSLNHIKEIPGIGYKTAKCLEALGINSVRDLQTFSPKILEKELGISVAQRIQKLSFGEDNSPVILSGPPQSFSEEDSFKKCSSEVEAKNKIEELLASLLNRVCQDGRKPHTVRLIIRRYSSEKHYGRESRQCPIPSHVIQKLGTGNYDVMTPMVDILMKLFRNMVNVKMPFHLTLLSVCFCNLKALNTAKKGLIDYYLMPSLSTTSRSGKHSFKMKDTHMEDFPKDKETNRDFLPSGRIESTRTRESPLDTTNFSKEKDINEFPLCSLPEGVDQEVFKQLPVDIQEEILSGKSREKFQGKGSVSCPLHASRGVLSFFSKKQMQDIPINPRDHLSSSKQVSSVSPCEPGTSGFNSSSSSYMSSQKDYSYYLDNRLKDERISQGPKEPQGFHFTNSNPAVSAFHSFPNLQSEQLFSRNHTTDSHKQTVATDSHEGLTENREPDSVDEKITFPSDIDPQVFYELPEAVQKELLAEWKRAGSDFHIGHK
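Fluorescent replication assay read twice, at 0 min and 10 min after adding 50 nM (final) substrate. Enzyme (10 nM) and compounds were first incubated 15 min at room temperature; enzyme-free buffer wells were negative controls.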
APEX1 inh: APE1 (human) endonuclease inhibition; recombinant APE1, TAMRA/BHQ-2 abasic DNA cleavage fluorescence; Potency, µM (series often up to 65.8 µM), inactives show at the top dose activity change, negative = inhibition, most hits filed as inhibitors; actives 0.35% (n = 350,000); AID 2517;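 note: potency is the fitted concentration of half-maximal effect; plate controls were vehicle for no effect and reference inhibitor for full effect; nearly all actives have a fitted effect of over 55% in size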
Target sequence (P27695 whole entry, looked up): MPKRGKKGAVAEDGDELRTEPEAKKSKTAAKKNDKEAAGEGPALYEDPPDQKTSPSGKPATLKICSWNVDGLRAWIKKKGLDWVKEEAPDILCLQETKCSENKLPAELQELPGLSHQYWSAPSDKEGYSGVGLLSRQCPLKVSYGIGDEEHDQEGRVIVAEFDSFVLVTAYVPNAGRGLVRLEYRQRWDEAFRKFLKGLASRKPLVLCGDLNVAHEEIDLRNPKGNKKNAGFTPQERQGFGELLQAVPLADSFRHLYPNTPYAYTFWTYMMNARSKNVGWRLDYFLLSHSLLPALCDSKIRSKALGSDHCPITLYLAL
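Activity was derived from the fluorescence gain between first and third kinetic reads (60 s intervals, ex 525/em 598 nm) after 50 nM THF-abasic TAMRA/BHQ-2 duplex was added to 0.75 nM APE1 preincubated 15 min with compound.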
POLB inh: inhibitors of human DNA polymerase beta; Pol beta primer extension/strand displacement, fluorescence kinetic; AID 485314; Potency, µM (titrated, usually from 114 µM), for inactives: at the top dose activity change, negative = inhibition, usual class: inhibitors; P06746; actives 1.3% (n = 340,000); note: potency is the fitted concentration of half-maximal effect; % is set by controls: 0 for no effect and ±100 for the full control effect
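Kinetic readout of DNA synthesis with strand displacement by Pol beta. Compound and 10 nM enzyme sit 15 min at room temperature; 50 nM substrate starts the reaction, read immediately and at 10 min.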
LDHA inh: blocks human lactate dehydrogenase A. purified LDHA, NADH/diaphorase-resazurin fluorescence; stronger effect = lower value. activity change, % (values are at about 110 or 230 µM). actives 0.15% (n = 480,000); in the data active = activity change below about -30%; inconclusive = mostly about -25% to -30%;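 note: plate controls were DMSO wells for no effect and wells without enzyme for full effect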
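LDH5 2 nM; NADH 0.06 mM, pyruvate 0.2 mM; 200 mM Tris pH 7.4, EDTA, Tween-20; 5 min RT. Detection: diaphorase 0.133 mg/mL + resazurin 37 µM, fluorescence ex540/em590 at 0 and 20 min; normalized to enzyme-free and DMSO wells.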
GRP78 ERSR act: induces the endoplasmic reticulum stress response in human glioma cells; actives 0.02% (n = 420,000); AID 602332; U87-MG GRP78 promoter luciferase reporter, 16 h; Potency, µM, for the others: top-dose activation, actives largely listed as activators; note: potency is the fitted concentration of half-maximal effect; series mostly up to about 76 µM; % of control where 0% means no effect; nearly all actives have a fitted effect of over 35% in size
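ERSR induction read as luciferase luminescence (Bright-Glo, 10 min at room temperature) in stably transfected human U87-MG glioma cells exposed to compounds for 16 h, using GRP78 as sensor.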
Anesthetic bind: candidate novel general anesthetic via apoferritin binding; apoferritin/1-aminoanthracene competitive binding, fluorescence; actives 0.074% (n = 350,000); P02791; AID 485281; Potency, µM (highest dose often 77.5 µM), for inactives: at the top dose activity change, negative = displacement, usual class: inhibitors; note: potency is the fitted concentration of half-maximal effect; % is set by controls: 0 for no effect and ±100 for the full control effect; nearly all actives have a fitted effect of over 20% in size
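Concentration-response curves derived by four-parameter Hill fitting of normalized fluorescence, where compounds displaced 1-AMA from 10 uM horse apoferritin following a brief 10 min room-temperature incubation; propofol titration acted as positive control.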
POLH inh: inhibitors of human DNA polymerase eta; Q9Y253; recombinant Pol eta, fluorescent DNA replication assay; Potency, µM (doses to about 114 µM), without a hit: at the top dose activity change, negative = inhibition, actives largely listed as inhibitors; actives 1.2% (n = 390,000); note: potency is the fitted concentration of half-maximal effect; % is set by controls: 0 for no effect and ±100 for the full control effect
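Fluorescent replication assay: 50 nM final substrate added after a 15 min room-temperature compound preincubation with 10 nM enzyme. Signal taken at 0 min and again at 10 min.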
Starred values were filed as active, the others as inactive; ? = inconclusive; . = no result given; & = joins results of further samples; [ ] = another dose, or the depositor's remark. Unless noted, calls come from the whole dose curve; as a rule, active = well fitted curve in the direction sought with a large enough effect; inconclusive = small, poorly fitted or top-dose-only effect, or another doubt; inactive = no such curve, though single readings can be large; an effect the other way counts as inactive or inconclusive. An excerpt (hit frequency here may not be typical).

SMILES	POLK inh	BLM helicase inh	POLI inh	APEX1 inh	POLB inh	LDHA inh	GRP78 ERSR act	Anesthetic bind	POLH inh
O=C(CCC1CCCCC1)Nc1ccccc1O	-9%	-1%	2%	5%	-15%	-2	2%	?	-1%
COc1cccc(N2CCN(C(=O)Cn3ncc4c5ccccc5n(C)c4c3=O)CC2)c1	-8%	-4%	43%[activator]	.	5%	-1	-1%	-3%	-8%
COc1ccc(-c2cc(-c3ccc(OC)cc3)[nH]n2)cc1	-23%	-5%	20%	-2%	0%	-6	8%	-20%	-20%
CCOC(=O)c1cc2c(=O)n3ccccc3nc2n(CCCOC)c1=NC(=O)c1ccncc1	1%	-1%	86%[activator]	12%	27%	-1	1%	0%	-18%
O=C1NC(=O)/C(=C\c2ccc(Br)o2)S1	25µM*	-9%	?	-16%	18µM*	-11	2%	-2%	22µM*
C(=N\c1nc2ccccc2n1CCN1CCCCC1)/c1ccc2c(c1)OCO2	-6%	-4%	4%	2%	9%	2	-1%	-20%	1%
O=C(NC1CCCC1)c1nc2c(nnn2Cc2cccc(Cl)c2)c(=O)[nH]1	-7%	-2%	19%	-5%	38%	-3	-7%	-18%	-9%
CCOC(=O)C1CCN(S(=O)(=O)CCNC(=O)c2ccc3c(c2)OCO3)CC1	-11%	.	68%[activator]	23%	.	-1	-5%	.	-16%
COc1ccc2[nH]c(C)c(CCN(Cc3cccs3)C(=S)Nc3ccccc3OC)c2c1	-10%	-6%	?	-12%	-7%	-1	-3%	-4%	-14%
O=C(Nc1ccc(F)cc1)c1ccccc1	-8%	-3%	18%	14%	5%	-3	4%	-2%	-17%
CCOc1ccccc1NC(=S)N1CCN(c2ccccc2)CC1	-8%	-2%	7%	1%	10%	-1	-3%	-17%	-8%
Cc1ccc(-c2nnc(N)s2)cc1	3%	2%	11%	?	-6%	-7	-1%	3%	-16%
O=c1c2cn(Cc3ccc(F)cc3)c3ccccc3c-2nn1Cc1ccc(F)cc1	-1%	0%	-8%	-2%	0%	-5	-2%	4%	-14%
CCCCN1CC(COCc2ccccc2)Oc2cccc(Oc3ccc(F)cc3)c2S1(=O)=O (stereo unspecified)	-3%	.	44%	.	.	-7	-1%	.	-19%
COc1ccc(-n2nnnc2SCC(=O)Nc2c(C)n[nH]c2C)cc1	-17%	.	94%[activator]	38%	.	-10	-4%	.	-17%
Cc1cc(C)cc(N(CCC#N)C(=O)COC(=O)C2CCN(c3ccc(C(F)(F)F)cn3)CC2)c1	-19%	.	-11%	1%	.	4	-2%	.	-14%
COc1ccc(Nc2nc(C)c(-c3ccccc3)s2)cc1	-14%	-14%	1%	4%	11%	-5	8%	38%[activator]	-11%
O=C(c1cccn(Cc2cccc(Cl)c2)c1=O)N1CCOCC1	-20%	0%	20%	-2%	2%	-2	-3%	-11%	-17%
CN(C)C(=S)NC1CCS(=O)(=O)C1 (stereo unspecified)	-4%	-1%	92%[activator]	2%	11%	2	-2%	-5%	-20%
COc1ccc(CCNC(=O)CCCn2c(=O)c3ccccc3n(Cc3ccc(C)cc3)c2=O)cc1OC	8%	-13%	51%[activator]	.	-2%	-8	-3%	-11%	-10%

Entries listed above that bear a hit mark in POLH inh.
canonical_smiles,POLK inh,BLM helicase inh,POLI inh,APEX1 inh,POLB inh,GRP78 ERSR act,POLH inh
O=C1NC(=O)/C(=C\c2ccc(Br)o2)S1,25µM*,-9%,?,-16%,18µM*,2%,22µM*

Remaining list, next part
SMILES	POLK inh	BLM helicase inh	POLI inh	APEX1 inh	POLB inh	LDHA inh	GRP78 ERSR act	Anesthetic bind	POLH inh
CCCCCNc1nc2c(-c3ccccc3)nnn2c2ccccc12	-4%	-5%	8%	.	-1%	5	-2%	-10%	2%
CC(C)CCNC(=O)COC(=O)c1cc(Br)c(Br)s1	-4%	-3%	114%[activator]	1%	17%	-7	5%	-20%	-12%
Cc1cccc(C)c1NC(=O)C1C2C=CC(C2)C1C(=O)NCc1ccccn1 (stereo unspecified)	5%	0%	24%	-3%	5%	-7	-3%	-9%	-2%
O=C(NCCCc1ccccc1)c1cccs1	-4%	-3%	15%	2%	24%	-11	4%	-19%	-13%
O=C(NCc1cccs1)NC1CCCCC1	-21%	-3%	6%	2%	2%	1	2%	-10%	-10%
CCOCCCNC(=O)Cn1ncc2c(=O)oc3ccccc3c21	4%	-1%	9%	12%	20%	-3	-5%	6%	-17%
N#Cc1ncc(Cc2ccccc2)nc1C#N	-13%	-13%	33%[activator]	16%	7%	5	-11%	-14%	40µM*
CCCCNS(=O)(=O)c1ccc(OC)c(C)c1	-12%	-10%	14%	1%	50%	-5	-3%	?	-21%
CN1C(=S)SC(C)(C)C1N(O)C(=O)Nc1ccc(Cl)cc1 (stereo unspecified)	-1%	0%	81%[activator]	-7%	7%	-7	0%	-11%	-19%
CCCn1c(CCC(=O)O)ccc1-c1ccccc1	-8%	-3%	94%[activator]	6%	3%	-6	-4%	-6%	-19%
Cn1c(CN2CCCC2)nc2cc(NC(=O)c3ccc(Cl)cc3)ccc21	-5%	5%	195%[activator]	13%	1%	-2	2%	0%	-2%
COc1cccc(/C=N/Nc2ncc(C)c(=O)[nH]2)c1OC	-2%[60.1 µM]	-4%	18%	11%	-4%	-1	9%	0%	-18%
O=C(Nc1ccc(F)cc1F)c1c(C(F)(F)F)ccnc1Oc1ccccc1	-6%	3%	76%[activator]	7%	0%	-4	-2%	-9%	-8%
CCCC1=C/C(=C/c2ccc(-c3ccccc3OC)o2)C(=O)O1	-38%	-11%	?	8%	?	7	0%	-1%	25µM*
C=CCNC(=O)c1c(N)n(-c2cccc(S(N)(=O)=O)c2)c2nc3ccccc3nc12	-16%	-9%	27%	-5%	0%	-2	-4%	508%[activator]	?
CN(C)S(=O)(=O)c1ccc(NC(=O)c2ccc3ncsc3c2)cc1	3%	-3%	?	2%	9%	-3	-2%	-13%	-10%
Cc1cc(C)n2nc(C(=O)OCCOc3cccc(Br)c3)nc2n1	2%	-1%	?	0%	28%	-1	-3%	-22%	-3%
COc1cc(C(=O)N2CCN(c3ccc(Nc4ccc(C)cc4)nn3)CC2)cc(OC)c1OC	1%[60.1 µM]	-2%	-3%	.	12%	-1	1%	-2%	-10%
O=C(CSCc1ccccc1)NCc1ccc2c(c1)OCO2	-15%	-2%	?	1%	-19%	1	1%	?	2%
COC(=O)c1c(-c2ccccc2)c[nH]c1C	-8%	-4%	-26%[58.9 µM]	0%	1%	9	9%	-8%	-20%

Continued, overlapping the part above by 3 compounds.
SMILES	POLK inh	BLM helicase inh	POLI inh	APEX1 inh	POLB inh	LDHA inh	GRP78 ERSR act	Anesthetic bind	POLH inh
COc1cc(C(=O)N2CCN(c3ccc(Nc4ccc(C)cc4)nn3)CC2)cc(OC)c1OC	1%[60.1 µM]	-2%	-3%	.	12%	-1	1%	-2%	-10%
O=C(CSCc1ccccc1)NCc1ccc2c(c1)OCO2	-15%	-2%	?	1%	-19%	1	1%	?	2%
COC(=O)c1c(-c2ccccc2)c[nH]c1C	-8%	-4%	-26%[58.9 µM]	0%	1%	9	9%	-8%	-20%
CCOc1cc(C2NC(=O)N(C)C(C)=C2[N+](=O)[O-])ccc1OC(C)=O (stereo unspecified)	4%	-10%	4%	13%	?	2	-6%	-11%	-7%
O=C(NCc1cccs1)c1ccc(CS(=O)Cc2ccccc2Cl)o1 (stereo unspecified)	2%	1%	13%	51%[activator]	-14%	-2	-6%	-5%	-8%
COc1ccc(OC)c(NC(=O)CSc2nnc(Cc3cccn3C)n2-c2ccc(F)cc2)c1	14%	-1%	16%	0%	17%	-3	-1%	0%	-26%
OC1=C(O)c2nc3cc(C(F)(F)F)ccc3nc21	-11%	-3%	25%	2%	1%	-2	-5%	-4%	-4%
O=C(c1cccc(C(F)(F)F)c1)C1CCCN(Cc2cccn2-c2ccccn2)C1 (stereo unspecified)	-4%	-11%	76%[activator]	4%	-2%	-5	-4%	-24%	-8%
Cc1cccc(Nc2nnc(SCC(=O)Nc3cccc(S(=O)(=O)N4CCCCC4)c3)s2)c1	-7%	-7%	-2%	-6%	?	-7	2%	-2%	-9%
COc1ccc(OCC(=O)Nc2cc(S(=O)(=O)N3CCCC3)ccc2OCC(F)(F)F)cc1	-7%	.	15%	2%	.	-3	-2%	.	-4%
C=CCSSSCC=C	0%[60.1 µM]	-4%	.	?	.	.	-7%	5%	.
CC1=C(C(=O)Nc2ccccc2C(=O)NC2CCC(C)CC2)SCCO1 (stereo unspecified)	-12%	-2%	-8%	10%	-21%	-5	2%	-5%	-8%
O=[N+]([O-])c1ccc(OCCCCN2CCCCC2)cc1	-13%	2%	23%	1%	10%[57.1 µM]	2	-2%	4%	-11%
CCN1CCN(c2cc(C)c3cc(NC(=O)c4cccc(OC)c4)ccc3n2)CC1	1%	-1%	18%	1%	-20%	-1	10%	-6%	-17%
COc1ccc(C(=O)C2CCCN(C(=O)C3=CCCC3)C2)cc1OC (stereo unspecified)	-1%	-7%	-8%	6%	-2%	-1	?	-2%	-4%
CCc1oc2ccccc2c1C(=O)c1cc(Br)c(O)c(Br)c1	-18%	-24%	16%	-5%	50µM*	-10	-1%&-5%&-3%	-8%	-18%
COc1ccc(S(=O)(=O)N2CCN(CC(=O)Nc3cc(OC)cc(OC)c3)CC2)cc1	-18%	-4%	9%	1%	18%	2	-5%	-14%	-9%
O=c1cc(C2CCCCC2)[nH]c(=O)[nH]1	-8%	.	13%	.	.	-17	-4%	.	-11%
Cc1ccc(CNC(=O)CCc2cn(C)c3ccccc23)cc1	-8%	-5%&1%	19%&24%	49%[activator]	5%&-9%	-7&-7	?	0%&-12%	-5%&-14%
O=C(CC1C[C@H](C(=O)N2CCCCC2)[C@@]2(CCc3ccccc3)c3[nH]c4ccccc4c3CCN2C1=O)NCCC1=CCCCC1 (stereo partly specified)	-10%	.	-22%	-8%	.	-9	-2%	.	-9%
COc1ccc(-c2cc(C(=O)O)[nH]n2)cc1OC	-5%	0%	1%	1%	14%	-2	-5%	-4%	-11%
